# High-throughput results (PubChem BioAssay)
# SUMO1-SIM PPI – modulators of human SUMO1-mediated protein-protein interactions; P63165; SUMO1 binding to a labelled peptide, TR-FRET, 1 h; inhibition, % at 20 µM; actives 0.33% (n = 360,000); AID 602429; in the data active = inhibition above about 37%
# MsrA act – activates bovine MsrA enzyme; purified bovine MsrA, absorbance read-out; activation, % at 10.6 µM; actives 0.3% (n = 360,000); AID 602163; in the data active = activation above about 7.5%;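 note: 0% = vehicle and 100% = reference activator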
# DNMT1 block – blocks human DNA methyltransferase DNMT1; P26358; DNMT1 molecular beacon, Hinp1I cleavage, fluorescence; inhibition (reported as % activation of signal), % at 10 µM; actives 0.83% (n = 360,000); in the data active = inhibition above about 50%
# CendR NRP1 mod – NRP-1/CendR interaction modulation; inhibition, % at 25 µM; O14786; AID 602438; FAM-RPARPAR peptide binding to NRP-1, fluorescence polarization; actives 0.85% (n = 360,000);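 active = inhibition or corrected inhibition above about 18%, plus a signal ratio from 0.5 to 1.5, limit read from the data, passing the limit was not always enough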; note: strong numbers were not always called active
# Scp1 inh – inhibitors of human Scp-1 phosphatase; Q9GZU7; Recombinant Scp1, phosphopeptide, malachite green phosphate absorbance; inhibition, % at 20 µM; actives 0.88% (n = 340,000);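 active = inhibition above about 50% at 20 µM, limit read from the data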;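 note: plate controls were DMSO wells with enzyme for no effect and wells lacking enzyme for full effect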
#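 Test system – truncated SCP-1 phosphatase (76-261aa) · Reagent – Phosphorylated 17-residue peptide substrate · Incubation – 45 min room-temperature reaction, 5 min colour, 30 min stabiliser · Detection – colorimetric phosphate reagent with accelerator and stabiliser, absorbance at 630 nm · Measure – % inhibition at 20 µM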
# STEP inh – STEP (human) phosphatase inhibition | recombinant STEP, OMFP fluorogenic substrate, fluorescence | inhibition, % at 20 µM | actives 0.25% (n = 360,000);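 active = inhibition at 20 µM, scaled per plate between control wells, above about 37%, limit read from the data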;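 note: 0% = DMSO with enzyme and substrate and 100% = substrate only without enzyme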
#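 Also added – OMFP at 25 µM · Test system – STEP tyrosine phosphatase · Technique – FITC-channel fluorescence of OMFP product · Schedule – 20 min at room temperature, dark · Evaluation – control-normalized % inhibition with plate pattern correction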
# LMPTP block – blocks human LMPTP phosphatase; P24666; recombinant LMPTP-A, OMFP fluorogenic substrate, fluorescence intensity; inhibition, % at 20 µM; actives 0.22% (n = 360,000);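 active = compounds that cut the enzyme signal by at least half of the control window in the single-dose screen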;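 note: plate controls were DMSO wells with enzyme plus substrate for no effect and substrate without enzyme for full effect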
# Target sequence (P24666 whole entry, looked up): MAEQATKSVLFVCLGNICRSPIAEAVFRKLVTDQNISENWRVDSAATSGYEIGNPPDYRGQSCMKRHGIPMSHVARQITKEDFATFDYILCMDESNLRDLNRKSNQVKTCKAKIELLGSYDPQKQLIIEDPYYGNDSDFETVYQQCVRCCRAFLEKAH
#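 Test system: LMPTP-A phosphatase enzyme. Amount: LMPTP-A at 0.625 nM final in the reaction. Reagent: OMFP substrate, 400 µM final. Times: 50 min at room temperature. Signal: endpoint fluorescence intensity from OMFP dephosphorylation. Read-out basis: % inhibition. Benchmarks: no-enzyme and uninhibited controls.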
# Tb MetRS inh – Trypanosoma brucei MetRS inhibition; purified T. brucei MetRS, ATP depletion, Kinase-Glo luminescence; inhibition, % at 11.9 µM; actives 0.4% (n = 360,000); AID 624268;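 active = inhibition above a per-plate cutoff of the control wells' mean inhibition plus 3 SD, cut at about 5.5% in these data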;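 note: 0% = DMSO wells median and 100% = median of wells with control inhibitor compound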
#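 Test system – parasite MetRS enzyme · Reagent – substrates ATP, L-methionine and bulk Escherichia coli tRNA · Doses – 11.9 µM compound single dose, 0.9% DMSO · Times – 15 min enzyme-compound preincubation, 2 h reaction, 10 min detection, 25 °C · Signal – Kinase-Glo luminescence, ATP depletion format · Controls – DMSO-only wells as low control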
# eLon inh – E. coli protease La inhibition. P0A9M0. purified E. coli Lon protease, fluorescence polarization. inhibition, % at 7.94 µM. actives 0.42% (n = 360,000); in the data active = inhibition above about 13%, passing the limit was not always enough;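 note: 0% = enzyme with probe and DMSO and 100% = no enzyme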
# Target sequence (P0A9M0 whole entry, looked up): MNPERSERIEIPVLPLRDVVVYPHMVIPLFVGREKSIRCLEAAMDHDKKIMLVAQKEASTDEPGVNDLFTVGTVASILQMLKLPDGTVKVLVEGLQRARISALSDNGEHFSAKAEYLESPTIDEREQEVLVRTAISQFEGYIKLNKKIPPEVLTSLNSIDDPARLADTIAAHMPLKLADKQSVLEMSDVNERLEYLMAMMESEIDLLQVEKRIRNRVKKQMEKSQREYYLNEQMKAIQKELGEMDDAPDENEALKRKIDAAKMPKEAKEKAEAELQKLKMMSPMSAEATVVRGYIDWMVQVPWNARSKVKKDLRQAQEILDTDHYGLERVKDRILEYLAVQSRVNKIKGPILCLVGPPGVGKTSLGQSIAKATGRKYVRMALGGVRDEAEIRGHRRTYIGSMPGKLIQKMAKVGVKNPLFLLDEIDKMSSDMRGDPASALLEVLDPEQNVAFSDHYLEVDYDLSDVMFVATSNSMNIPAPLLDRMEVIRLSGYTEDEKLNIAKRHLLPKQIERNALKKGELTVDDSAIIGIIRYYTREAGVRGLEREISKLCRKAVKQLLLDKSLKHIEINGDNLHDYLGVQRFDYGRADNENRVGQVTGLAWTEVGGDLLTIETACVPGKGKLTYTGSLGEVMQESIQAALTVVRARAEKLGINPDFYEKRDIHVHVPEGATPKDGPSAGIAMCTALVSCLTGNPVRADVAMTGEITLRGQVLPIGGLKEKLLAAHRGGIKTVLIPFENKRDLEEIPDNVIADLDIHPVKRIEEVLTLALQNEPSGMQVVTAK
# MsrA inh – inhibits bovine methionine sulfoxide reductase A; AID 651718; inhibition, % at 15.5 µM; actives 0.75% (n = 360,000); purified bovine MsrA, absorbance read-out; in the data active = inhibition above about 4.5%;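 note: 0% = vehicle wells with enzyme and 100% = reference inhibitor wells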
# * marks the source's active call; other numbers are inactive results; . = no result given. Hits appear at their usual frequency; any-hit rate near 4.3%.
item	SMILES	SUMO1-SIM PPI	MsrA act	DNMT1 block	CendR NRP1 mod	Scp1 inh	STEP inh	LMPTP block	Tb MetRS inh	eLon inh	MsrA inh
1	O=C(CC(=O)NCc1cccnc1)NCc1cccnc1	-1	-5	0	2	-12	0	-1.7	-1.0	-2	-1.2
2	CCCCOc1ccc(CNC(=O)NS(=O)(=O)c2ccc(OCC)cc2)cc1	3	-7	-1	3	-5	2	0.9	0.6	-9	-0.9
3	COc1ccc(Cl)cc1C(=O)Nc1ccc(NC(C)=O)cc1	0	-3	-3	-5	-11	1	-0.3	0.5	-1	0.5
4	Cc1ccc(S(=O)(=O)N2CCOCC2)cc1NC(=O)COC(=O)Cc1ccc(Cl)cc1	-2	-2	-2	7	-2	0	-0.5	0.2	-12	-1.7
5	COc1ccc(CNC(=O)c2ccc3c(c2)N(C)C(=O)CS3=O)cc1 (stereo unspecified)	1	-3	0	11	-10	1	1.8	0.0	-1	0.2
6	COc1ccc(COC(=O)C2=C(C)NC(=O)NC2c2cc(Br)c(O)c(OC)c2)cc1 (stereo unspecified)	3	-4	0	-12	-2	-1	-1.5	-0.8	-1	0.1
7	Cc1cccc(NC(=O)CCCN2C(=O)C(c3ccccc3)Oc3cccnc32)c1C (stereo unspecified)	0	-8	0	7	13	0	1.5	-0.9	8	-2.0
8	Cc1nc2ccc(NC(=O)c3ccc(Cl)c(S(=O)(=O)N(C)c4ccccc4)c3)cc2s1	-21	-8	-15	-15	3	1	4.6	-0.7	-4	-0.6
9	Cc1ccc2ccccc2c1C(O)c1ncc(-c2ccc(C(F)(F)F)cc2)[nH]1 (stereo unspecified)	-3	-2	-14	1	.	5	4.1	0.7	0	0.0
10	O=C(c1ccc(Oc2cc(Cl)cc(Cl)c2)o1)N1CCCCC1	0	-2	0	6	-11	1	2.0	0.8	2	-0.6
11	O=C(COC(=O)c1cc2ccccc2oc1=O)Nc1cccc(Br)c1	-4	5	35	2	32	0	0.9	-0.4	12	1.1
12	O=C(CNC(=O)c1ccccc1Br)N/N=C/c1ccco1	-10	-3	0	-5	3	-2	-0.7	0.6	-3	1.0

# Profiles from above. Screens in order: SUMO1-SIM PPI	MsrA act	DNMT1 block	CendR NRP1 mod	Scp1 inh	STEP inh	LMPTP block	Tb MetRS inh	eLon inh	MsrA inh
# Shown for O=C(c1ccc(Oc2cc(Cl)cc(Cl)c2)o1)N1CCCCC1 → 0	-2	0	6	-11	1	2.0	0.8	2	-0.6
# Shown for COc1ccc(CNC(=O)c2ccc3c(c2)N(C)C(=O)CS3=O)cc1 (stereo unspecified) → 1	-3	0	11	-10	1	1.8	0.0	-1	0.2

# Continued.
item	SMILES	SUMO1-SIM PPI	MsrA act	DNMT1 block	CendR NRP1 mod	Scp1 inh	STEP inh	LMPTP block	Tb MetRS inh	eLon inh	MsrA inh
13	CC(C)C[C@H]1CNC(=S)N1C[C@H]1CCCN1C[C@H](CC(C)C)N1C[C@H](Cc2ccc(O)cc2)N(CCc2ccccc2)C1=S	2	0	-29	-1	.	3	4.7	0.2	2	-0.7
14	O=C(COC(=O)c1ccccn1)NCc1ccccc1	0	-2	-1	-8	-5	0	-1.4	-0.3	1	-1.2
15	CC(C)Cn1nc(C(=O)Nc2cccc(C(=O)NC3CC3)c2)c2ccccc2c1=O	-5	-5	4	-1	-7	0	-0.9	-0.4	-1	1.0
16	CC(C)c1cc(C(=O)N/N=C/C(Br)=C/c2ccccc2)n[nH]1	-6	-11	-2	-3	-2	0	1.0	-0.1	-3	1.6
17	Nc1nc2n(c1C(=O)c1ccccc1)CCC2	-3	-8	8	0	3	6	-1.2	-0.1	-2	2.3
18	CNC(=O)C1CC(=O)N(c2ccc(OCC(=O)Nc3ccccc3)cc2)C1 (stereo unspecified)	18	-3	8	-26	2	2	-1.4	-0.1	-1	0.2
19	COc1ccccc1/C=C/C(=O)OCC(=O)N1CCN(S(=O)(=O)c2ccc(C)cc2C)CC1	-5	-4	-2	-7	-6	3	4.2	-0.5	3	-1.2
20	CCCOc1ccc(C2CC(=O)NC2=O)cc1 (stereo unspecified)	-1	-3	0	-9	-6	-2	-1.0	-0.8	-10	-0.8
21	CCNC(=O)NC(=O)CSc1ccc(S(=O)(=O)N(C)C2CCCCC2)cn1	2	0	-1	-15	0	2	0.7	-0.2	-9	-0.1
22	Cc1nc(-c2ccccc2)sc1C1(C)CC(c2cccc([N+](=O)[O-])c2)=NO1 (stereo unspecified)	-14	-1	-4	17	-8	1	3.2	-0.3	-3	-1.0
23	Cc1c(CC(=O)Nc2ccc(Cl)cc2)sc2ccc(Cl)cc12	-3	-4	-1	-3	-18	0	-1.7	-0.4	12	-0.5
24	Clc1ccc(OCc2nc(-c3ccc(Br)o3)no2)cc1	2	-3	18	-3	-18	4	0.2	-0.9	-2	0.7
25	CC1(C)CC(=O)C/C(=N/NC(=O)CCCOc2ccc(Cl)cc2Cl)C1	-7	-4	-8	20	-2	-8	0.1	2.7	-2	-1.6
26	COc1cc(Br)cc(/C=N/c2ncn[nH]2)c1O	-7	-11	1	-6	0	-1	-0.3	-0.8	2	.
27	O=C(O)c1ccccc1Cc1nc2cc(Cl)ccc2c(=O)[nH]1	11	-3	-1	-16	5	1	-2.7	-0.2	2	-0.3
28	Cn1cc(C(=O)N/N=C/C(Br)=C\c2ccccc2)ccc1=O	-17	-4	2	4	-2	-2	-1.0	0.0	-6	5.4*
29	c1ccc(CN2CCC(Nc3nc(-c4ccccc4)nc4ccccc34)CC2)cc1	3	-1	15	-15	-4	0	80*	-0.7	6	-1.4
30	CCc1cccc2c(C(=O)COC(=O)c3nccnc3N)c[nH]c12	-16	0	-11	-41	-4	-4	0.0	-0.3	-22	2.0
31	Cc1cc(C(=O)N/N=C/c2ccc(-c3cccc(Br)c3)o2)n[nH]1	4	-5	28	-23	-5	2	0.2	0.7	0	3.0
32	COCCNc1nc(-c2ccc(OC)cc2)c(-c2ccc(OC)cc2)s1	-6	-5	-13	18	-24	4	3.2	-0.7	-1	2.0
33	CC(=O)c1ccccc1C(=O)N1CCCC(N2CCN(Cc3ccc4c(c3)OCO4)CC2)C1 (stereo unspecified)	-3	-7	4	9	65*	-1	1.7	-0.3	-4	0.1
34	Cc1ccc(NC(=O)Nc2ccno2)cc1	-2	-2	5	1	9	-1	-2.5	0.0	1	-0.4
35	O=C(NNc1cccc(Cl)n1)Nc1cccc(Cl)c1	-3	1	-1	7	-8	0	-1.2	0.2	8	0.3
36	COc1ccc(-c2cc(C(F)(F)F)n3ncc(C(=O)NCC4CCCO4)c3n2)cc1 (stereo unspecified)	1	-10	6	-10	-2	-4	-0.6	1.6	-2	-2.0

# Of the compounds above, these have bromine.
item	SMILES	SUMO1-SIM PPI	MsrA act	DNMT1 block	CendR NRP1 mod	Scp1 inh	STEP inh	LMPTP block	Tb MetRS inh	eLon inh	MsrA inh
6	COc1ccc(COC(=O)C2=C(C)NC(=O)NC2c2cc(Br)c(O)c(OC)c2)cc1 (stereo unspecified)	3	-4	0	-12	-2	-1	-1.5	-0.8	-1	0.1
11	O=C(COC(=O)c1cc2ccccc2oc1=O)Nc1cccc(Br)c1	-4	5	35	2	32	0	0.9	-0.4	12	1.1
12	O=C(CNC(=O)c1ccccc1Br)N/N=C/c1ccco1	-10	-3	0	-5	3	-2	-0.7	0.6	-3	1.0
16	CC(C)c1cc(C(=O)N/N=C/C(Br)=C/c2ccccc2)n[nH]1	-6	-11	-2	-3	-2	0	1.0	-0.1	-3	1.6
24	Clc1ccc(OCc2nc(-c3ccc(Br)o3)no2)cc1	2	-3	18	-3	-18	4	0.2	-0.9	-2	0.7
26	COc1cc(Br)cc(/C=N/c2ncn[nH]2)c1O	-7	-11	1	-6	0	-1	-0.3	-0.8	2	.
28	Cn1cc(C(=O)N/N=C/C(Br)=C\c2ccccc2)ccc1=O	-17	-4	2	4	-2	-2	-1.0	0.0	-6	5.4*
31	Cc1cc(C(=O)N/N=C/c2ccc(-c3cccc(Br)c3)o2)n[nH]1	4	-5	28	-23	-5	2	0.2	0.7	0	3.0

# Next records
item	SMILES	SUMO1-SIM PPI	MsrA act	DNMT1 block	CendR NRP1 mod	Scp1 inh	STEP inh	LMPTP block	Tb MetRS inh	eLon inh	MsrA inh
37	CC1CCCCC1NC(=O)C1CCCN(S(=O)(=O)c2ccc(-n3cnnn3)cc2)C1 (stereo unspecified)	-5	-9	3	-1	4	-2	-1.8	-1.1	3	1.5
38	Cc1ccc(-c2csc(C(C)(O)c3ccc(F)c(F)c3)n2)cc1C (stereo unspecified)	0	-2	-14	-5	.	0	3.5	-0.3	8	1.0
39	COc1cc2cc(CN(Cc3nnnn3Cc3ccccc3)CC3CCCO3)c(=O)[nH]c2cc1OC (stereo unspecified)	-15	-1	-5	9	4	0	-3.3	-0.2	8	2.5
40	Cc1ccc(C)c(OCCC(=O)N2CCN(S(=O)(=O)c3ccc([N+](=O)[O-])cc3)CC2)c1	3	2	-2	-2	-10	1	1.1	-0.3	-3	0.5

# Taken from above:
# no. 37 – CendR NRP1 mod: -1
# no. 40 – CendR NRP1 mod: -2
